# RNase H inhibition – RNase H inhibition, HIV 1 Gag Pol polyprotein, FRET biochemical assay, screening (AID 372); 100,000 compounds, 0.77% hits; HIV-1 RT RNase H, FRET RNA/DNA substrate fluorescence; higher % means a stronger effect; inhibition, % at 10 µM, or IC50 in µM where a hit was titrated; in the data active = inhibition above about 50%
# Starred values were filed as active, the others as inactive; & = joins results of further samples.
SMILES,RNase H inhibition
Fc1ccc(NC(=S)NCc2ccc3c(c2)OCO3)cc1,7%
c1ccc(COc2ccccc2C2N(c3ccccc3)CCN2c2ccccc2)cc1,15%
Cc1ccc(C)c(Nc2cc(C)c(C#N)c3nc4ccccc4n23)c1,8%
O=C(Nc1ccc(C(=O)O)cc1)/C(=C\c1cccc(Br)c1)NC(=O)c1ccccc1,0%
O=C(CN(CCc1ccccc1)S(=O)(=O)c1ccc(Cl)cc1)NCc1ccccn1,4%
C#CCSc1nncn1C(=O)/C=C/c1ccco1,19%
O=C1NC(=O)N(c2cccc(Cl)c2)C(=O)/C1=C\C=C\c1ccccc1,19%
COCCCN1C(=O)/C(=C/c2ccc(O)cc2)SC1=S,11%
CCCC(=O)Nc1cccc(-c2nc3cc(C)c(C)cc3o2)c1,2%
COc1cccc(C(=O)N2CCN(C3CCCCC3OC)CC2)c1 (centres undefined),5%
COc1cc(/C=C2\SC(=S)N(Cc3ccco3)C2=O)ccc1OC(=O)c1cccs1,21%
CC1(C)CC(=O)C2=C(C1)Nc1ccccc1N(C(=O)c1ccccc1)C2c1ccc(-c2cccc([N+](=O)[O-])c2)o1 (centres undefined),20%
CC1=C(C(=O)OC(C)C)C(c2ccc(C)c([N+](=O)[O-])c2)C2=C(CCCC2=O)N1 (centres undefined),16%
NS(=O)(=O)c1ccc(NC(=O)c2ccccc2C(=O)O)cc1,5%
Cc1ccc2oc(-c3ccc(NC(=O)c4cccs4)cc3)nc2c1,11%
COc1ccc(C2=NN(C(=O)CCC(=O)O)C(c3cccc([N+](=O)[O-])c3)C2)cc1 (centres undefined),9%
COc1ccc(NC(=O)/C(=C\c2cccc([N+](=O)[O-])c2)NC(=O)c2cccs2)cc1,29%
NC(=O)c1ccc(Cl)c(S(=O)(=O)N2CCOCC2)c1,4%
CCCCOC(=O)Nc1ccc(S(=O)(=O)Nc2ccccc2)cc1,4%
O=C(Nc1cccc2c1CCCC2)c1cc([N+](=O)[O-])ccc1Cl,9%
O=C(NCc1ccccc1)C(=O)N/N=C/c1ccc2c(c1)OCO2,4%
COc1ccc(C2CC(=O)C3=C(C2)Nc2ccccc2NC3c2ccc3ccccc3c2)cc1 (centres undefined),14%
Cc1cc(/C=C2\C(=O)NC(=O)N(c3ccccc3F)C2=O)c(C)n1-c1cccc([N+](=O)[O-])c1,19%
Cc1cccc(COc2ccc3c(C)c(C)c(=O)oc3c2C)c1,26%
CCCOc1ccc(/C=C/c2[nH]c(=O)[nH]c(=O)c2[N+](=O)[O-])cc1OC,13%

# A second format for 3 compounds above.
smiles: COc1cccc(C(=O)N2CCN(C3CCCCC3OC)CC2)c1 (centres undefined)
- RNase H inhibition = 5%
smiles: O=C(CN(CCc1ccccc1)S(=O)(=O)c1ccc(Cl)cc1)NCc1ccccn1
- RNase H inhibition = 4%
smiles: NC(=O)c1ccc(Cl)c(S(=O)(=O)N2CCOCC2)c1
- RNase H inhibition = 4%

# The list goes on.
SMILES,RNase H inhibition
Cc1ccc2nc(-c3ccc(N=Cc4ccc(Br)cc4)cc3)sc2c1,19%
CCOc1cc(C=O)cc(Br)c1OCC,28%
O=S(=O)(c1ccc(Cl)cc1)N1CCc2ccccc21,12%
COc1ccc(C(=O)NC(=S)Nc2ccc3c4c(cccc24)CC3)cc1Br,17%
O=C(CNc1n[nH]c(=O)[nH]c1=O)N/N=C/c1ccc(C(F)(F)F)cc1,3%
CCOc1cc(/C=C2/SC(=S)NC2=O)cc(Cl)c1OCc1cccc(C)c1,21%
O=C(O)c1ccc(NC(=S)N/C(=N/S(=O)(=O)c2ccc(Cl)cc2)c2ccccc2)cc1,10%
Cc1ccccc1C(=O)Nc1ccc([N+](=O)[O-])cn1,0%
COc1cc(/C=C2\SC(=O)N(C)C2=O)ccc1OCC(=O)O,11%
CC1(C)CC(C)(O)P(=O)(c2ccccc2)O1 (centres undefined),0%
COc1ccc(NC(=O)COc2ccc(Cl)c(C)c2)cc1OC,9%
CCc1ccc(NS(=O)(=O)c2c(C)cc(C)cc2C)cc1,4%
CCCC(=O)NS(=O)(=O)c1ccc(NC(=O)c2cccc(Br)c2)cc1,4%
Cc1cn2c3ccccc3n(CCN3CCCC3)c2n1,1%
Cc1ccc2oc(C(=O)Nc3ccc(F)cc3)c(C)c2c1,17%
O=C(O)CCn1c(SCCc2ccccc2)nc2ccccc21,6%
CC1=NN(C(=O)c2cccc(Br)c2)C(C)(O)C1 (centres undefined),3%
COc1ccc(/C=C2/SC(=S)N(c3cccc([N+](=O)[O-])c3)C2=O)cc1Br,26%
COc1cc(C=C2C(=O)N(c3ccc(C)cc3)C(=S)N(c3ccc(C)cc3)C2=O)ccc1O,0%
COc1ccc(Cl)cc1NC(=O)c1nn2c(C(F)(F)F)cc(-c3ccccc3)nc2c1Cl,8%
COC(=O)c1cc(Br)c(C)c(NC(C)=O)c1[N+](=O)[O-],8%
Cc1ccc(-c2cc3nc(C)c(Cl)c(=O)n3[nH]2)cc1,2%
CCCC(=O)Nc1cccc(NC(=O)c2cccc3c(Br)cccc23)c1,20%
C=CCn1c(=N)n(CC(O)COc2ccccc2)c2ccccc21 (centres undefined),10%
COc1cccc(C2c3c(-c4ccccc4)n[nH]c3C(=O)N2c2ccccc2)c1 (centres undefined),17%

# Some values from above.
# `COc1ccc(Cl)cc1NC(=O)c1nn2c(C(F)(F)F)cc(-c3ccccc3)nc2c1Cl` | RNase H inhibition: 8%
# `CCc1ccc(NS(=O)(=O)c2c(C)cc(C)cc2C)cc1` | RNase H inhibition: 4%
# `Cc1cn2c3ccccc3n(CCN3CCCC3)c2n1` | RNase H inhibition: 1%
# `C=CCn1c(=N)n(CC(O)COc2ccccc2)c2ccccc21` (centres undefined) | RNase H inhibition: 10%
# `Cc1ccc2nc(-c3ccc(N=Cc4ccc(Br)cc4)cc3)sc2c1` | RNase H inhibition: 19%
# `COc1cc(C=C2C(=O)N(c3ccc(C)cc3)C(=S)N(c3ccc(C)cc3)C2=O)ccc1O` | RNase H inhibition: 0%
# `COc1cccc(C2c3c(-c4ccccc4)n[nH]c3C(=O)N2c2ccccc2)c1` (centres undefined) | RNase H inhibition: 17%

# 3 compounds picked at random from those above, as already listed:
SMILES,RNase H inhibition
COc1ccc(C2CC(=O)C3=C(C2)Nc2ccccc2NC3c2ccc3ccccc3c2)cc1 (centres undefined),14%
CCCC(=O)NS(=O)(=O)c1ccc(NC(=O)c2cccc(Br)c2)cc1,4%
COc1ccc(/C=C2/SC(=S)N(c3cccc([N+](=O)[O-])c3)C2=O)cc1Br,26%

# Further entries.
SMILES,RNase H inhibition
O=C1NC(c2ccc([N+](=O)[O-])cc2)Nc2c1sc(=S)n2-c1ccccc1 (centres undefined),5%
Cc1cccc(C)c1OCCn1cc(/C=C2\SC(=S)NC2=O)c2ccccc21,35%
Cc1c(Cl)cccc1NC(=O)c1ccc(Br)o1,7%
O=C(N/N=C/c1cccc(O)c1O)c1cc(O)cc(O)c1,86%*
Cc1ccc(N2CC(C(=O)NN)CC2=O)cc1 (centres undefined),15%
O=C(Nc1ccccc1C(=O)Nc1ccc(Br)cn1)c1ccccc1Cl,9%
CCOC(=O)N1CCN(C(=O)C2CCN(Cc3cccnc3)CC2)CC1,11%
C#CCn1cc(/C=C2\C(=O)NC(=O)N(c3ccc(C)c(C)c3)C2=O)c2ccccc21,1%
Cc1ccc(/C=C2\SC(=S)N(NS(=O)(=O)c3ccc(C)cc3)C2=O)cc1,15%
Cc1ccccc1OCCCNCC1CCCO1 (centres undefined),9%
O=C(Nc1ccc(F)cc1F)c1ccc(F)cc1,1%
O=C(O)CN(c1ccccc1)S(=O)(=O)c1ccccc1[N+](=O)[O-],4%
CCOc1cccc(C(=O)Nc2cc(NC(=O)c3cccc(OCC)c3)cc(C(=O)O)c2)c1,0%
CC(=O)Nc1ccc2oc(-c3cccc4c(Br)cccc34)nc2c1,39%
CC(=O)N1c2ccccc2C(N(C(=O)c2ccc(C)cc2)c2ccccc2)CC1C (centres undefined),1%
COc1ccc2nc(SC)nc(C)c2c1,0%
O=C1NC(=O)N(c2ccccc2)C(=O)/C1=C/c1ccc(N2CCOCC2)o1,16%
CC(=O)Nc1ccc(/C=N/NC(=O)CN2CCSCC2)cc1,2%
CCc1c(C)nc2cc(-c3ccc(Cl)cc3)[nH]n2c1=O,2%&1%
O=C(O)CC1S/C(=N\N=C2CCCCCCC2)N(c2ccccc2)C1=O (centres undefined),13%
Oc1cccc(C=Nc2cccc(C(F)(F)F)c2)c1,7%
CCOC(=O)CN1C(c2ccccc2O)Nc2ccc(Br)cc2C1c1ccccc1 (centres undefined),0%
COc1cc(/C=C2\C(=O)NC(=O)N(C(C)(C)C)C2=O)cc(OC)c1O,18%
COc1ccc(NC(=O)/C=C/c2cccs2)c(OC)c1,8%
CCOC(=O)C1=C(C)NC(=S)NC1c1ccc(OC(F)F)cc1 (centres undefined),0%
# New compounds follow.
SMILES,RNase H inhibition
COc1cc(/C=C2/SC(=S)N(C)C2=O)ccc1OCCCOc1ccccc1,9%
CCOC(=O)C1=C(C)N=c2s/c(=C/c3ccc(C(=O)OC)cc3)c(=O)n2C1c1ccccc1Cl (centres undefined),6%
Cc1ccc(NCC(=O)N/N=C\c2cc(C)ccc2O)cc1,0%
COC(=O)c1cc(NC(=O)c2ccc(-c3ccc([N+](=O)[O-])cc3)o2)cc(C(=O)OC)c1,14%
Cc1cc(I)ccc1NC(=O)c1cccs1,15%
NC(=O)c1c(NC(=O)c2cc(-c3ccc(Cl)s3)nc3ccccc23)sc2c1CCCC2,4%
C=CCN1C(=O)NC(=O)/C(=C\c2c(OC)cc(OC)cc2OC)C1=O,22%
C(=NN1CCN(C2c3ccccc3-c3ccccc32)CC1)c1ccncc1,15%
CCOC(=O)COc1ccc(C=O)cc1Br,10%
O=C(CP(=O)(c1ccccc1)c1ccccc1)c1ccccc1,0%
FC(F)(F)c1cccc(N2CCN(Cc3c[nH]c4ccccc34)CC2)c1,16%
COc1ccc2oc(=O)c(-c3csc(Nc4ccccc4Cl)n3)cc2c1,24%
O=C(NC(=S)Nc1ccccc1Cl)c1ccco1,2%
O=S(=O)(NN=Cc1cn(-c2ccccc2)nc1-c1ccco1)c1ccccc1,10%
COc1ccc(C(=O)Nc2c(C(C)C)cccc2C(C)C)cc1,0%
Cc1ccc(N(CC(=O)NCCSc2ccccc2)S(C)(=O)=O)cc1,34%
COC(=O)c1c(NC(=O)c2cnccn2)sc2c1CCCC2,18%
COC(=O)c1c(NC(=O)Nc2ccc(Cl)c(Cl)c2)sc2c1CCC2,25%
O=C(N/N=C/c1ccc([N+](=O)[O-])cc1)c1ccccn1,7%
O=c1[nH]c2ccc(Cl)cc2c(-c2ccccc2)c1C1=NOC(c2ccccc2)C1 (centres undefined),26%
CCC/C(O)=C1/C(=O)CC(C)(C)CC1=NCCCCCCN=C1CC(C)(C)CC(=O)/C1=C(/O)CCC,22%
O=C(NCc1ccccc1)C(=O)NCc1ccc(Cl)cc1,2%
COc1ccc(C2C(C#N)=C(N)OC3=C2C(=O)CC(C)(C)C3)c(OC)c1OC (centres undefined),24%
CC1=NNC(=O)C1CC(=O)N/N=C(/C)c1cccc([N+](=O)[O-])c1 (centres undefined),0%
COC(=O)C1=C(C(=O)OC)SC(=C2C(=S)C(C)(C)Nc3ccc(C)cc32)S1,28%
# Next section:
SMILES,RNase H inhibition
CN1C(=O)NC(=O)/C(=C/c2ccc(Oc3ccccc3)cc2)C1=O,19%
Cc1ccc(N2CC(C(=O)Nc3ccccc3Br)CC2=O)cc1 (centres undefined),4%
Cc1c(NC(=O)/C=C/c2ccc(Cl)cc2)cccc1-c1nc2ncccc2o1,12%
Cc1cc([N+](=O)[O-])ccc1NS(=O)(=O)c1cc(Cl)ccc1Cl,1%
COc1ccc(C2NC(=S)NC(C)=C2C(=O)Nc2cccc(F)c2)c(OC)c1C (centres undefined),20%
COc1ccc(-c2cc(C(=O)N/N=C(\C)c3ccc([N+](=O)[O-])cc3)[nH]n2)cc1,22%
COCCCNC(=O)c1c(Cl)cccc1Cl,3%
O=C1NC(=S)S/C1=C/c1ccccc1OS(=O)(=O)c1ccccc1[N+](=O)[O-],10%
CC(C)Oc1ccc(Cc2cnc(N)nc2N)cc1,0%
O=C1C(=O)N(c2cccc(Cl)c2)C(c2cccc(F)c2)/C1=C(\O)c1ccccc1 (centres undefined),0%
CN(C)c1ccc(/C=N/N2C(=O)CSC2=S)cc1,7%
O=C(Nc1ccc(I)cc1)c1ccccc1C(=O)Nc1ccc(I)cc1,0%
COc1ccccc1N1C(=O)NC(=O)/C(=C\c2ccc(F)cc2)C1=O,0%
CC1=C(C(=O)OC2CCCC2)C(c2ccccc2)C2=C(CCCC2=O)N1 (centres undefined),18%
O=C(/C=C/c1ccco1)Nc1ccc2oc(-c3ccccc3)nc2c1,15%
Cc1sc(NC(=O)/C=C/c2ccc(Cl)cc2Cl)c(C(N)=O)c1C,26%
CCCOc1ccccc1/C=N/NC(N)=O,0%
O=[N+]([O-])c1ccc(Cl)cc1N/N=C/c1ccncc1,21%
CC(C)c1cccc(C(C)C)c1OCCCCn1ccnc1,8%
CCOc1c(Cl)cc(/C=C2\C(=O)NC(=O)N(c3cc(C)cc(C)c3)C2=O)cc1OC,1%
COC(=O)c1c(NC(=O)c2ccc([N+](=O)[O-])c(C)c2)sc2c1CCCCCC2,11%
COC(=O)c1cc(NC(=O)c2c(C)cc(C)cc2C)cc(C(=O)OC)c1,0%
O=[N+]([O-])c1ccc(S(=O)(=O)NCCc2nc3ccccc3[nH]2)cc1,3%
Cc1ccc2nsnc2c1NC(=O)c1ccccc1[N+](=O)[O-],9%
O=[N+]([O-])c1ccc(NCCCN2CCOCC2)c(C(F)(F)F)c1,0%
# Continuation.
SMILES,RNase H inhibition
COc1cc([N+](=O)[O-])ccc1-c1ccc(/C=C2\C(=O)NN(c3ccccc3)C2=O)o1,25%
CC(=O)C1=C(C)NC(SCc2ccccc2)=C(C#N)C1c1sccc1C (centres undefined),7%
Brc1ccc(-c2nc(-c3ccccc3)no2)cc1,7%
CCCCCOC(=O)C1=C(C)Nc2ccccc2S1,11%
O=c1c(-c2nc3ccccc3s2)coc2cc(OCc3ccc([N+](=O)[O-])cc3)ccc12,5%
CC(C)(C)c1ccccc1OCCOCCOc1cccc2cccnc12,1%

# Screens as filed in PubChem BioAssay.

# Some of the compounds tested; rates above refer to the full screens.
